High-throughput results: PubChem, several laboratories
proKLK7 act = activators of human kallikrein-7 zymogen. purified proKLK7, EDANS-DABCYL substrate fluorescence; 100% is mature enzyme control, 0% vehicle. AID 652039. P49862. 0.9% of 370,000 active. activation, % at 7 µM;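 active = activation above the mean of all tested compounds plus 3 SD, computed per campaign excluding outliers beyond control limits, cut at about 13% in these data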
Target sequence (P49862 whole entry, looked up): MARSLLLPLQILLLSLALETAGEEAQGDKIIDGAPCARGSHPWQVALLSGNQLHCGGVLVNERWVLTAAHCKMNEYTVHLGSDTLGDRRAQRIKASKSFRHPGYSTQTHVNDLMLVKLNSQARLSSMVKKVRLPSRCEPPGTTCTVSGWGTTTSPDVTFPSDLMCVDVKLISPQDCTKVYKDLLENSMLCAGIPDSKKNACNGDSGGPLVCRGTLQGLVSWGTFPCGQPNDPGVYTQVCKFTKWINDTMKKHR
ARFGAP1 inhibitor = inhibitors of rat ARFGAP1; inhibition, % at 16.5 µM; 0.26% of 360,000 active; Arfgap1-stimulated ARF1 GTP hydrolysis, GDP FP detection;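 active = inhibition above a per-plate limit, mean inhibition of low control wells plus 3 SD, cut at about 25% in these data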;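 note: 0% = DMSO wells with enzyme and 100% = wells lacking Arfgap1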
Target sequence (Q62848 1-136 limits assumed): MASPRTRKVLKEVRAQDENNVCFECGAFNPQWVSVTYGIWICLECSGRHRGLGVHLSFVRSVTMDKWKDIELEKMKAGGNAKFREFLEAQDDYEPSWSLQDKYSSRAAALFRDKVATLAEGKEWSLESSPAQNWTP
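material = rat Arfgap1 catalytic domain, aa 1-136 | also added = human ARF1(Δ1-17)-GTP substrate | compound dosing = one concentration, 16.5 µM, DMSO 1.26% | times = GTP hydrolysis reaction 2 h at 25 °C | measured by = FP, GDP Alexa 633 tracer displaced from anti-GDP antibody, 620/688 nm | evaluation = percent inhibition of Arfgap1-stimulated GTP hydrolysis | replication = single well per compound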
PLC-beta3 inh = PLC-beta3 (human) inhibition, primary screen. inhibition, % at 12.2 µM. 0.18% of 370,000 active. Purified PLC-beta3, fluorogenic substrate, fluorescence. Q01970; in the data active = inhibition above about 11%;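 note: 0% = median of compound wells on plate and 100% = full blocker control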
sPLA2-III inh = Inhibits HGIII-sPLA2 liposome hydrolysis, primary screen; QFRET BODIPY PC-A2 liposome hydrolysis, fluorescence; Q9NZ20; 0.56% of 370,000 active; inhibition, % at 12.2 µM; AID 743126;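 active = inhibition above mean plus 3 SD of compounds lying within the high and low control bounds, cut at about 19% in these data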;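 note: 0% = median of test compound wells and 100% = no enzyme DMSO wells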
Rev-erbA mod = modulates human Rev-erb alpha binding to DNA. P20393. activity, % at 10 µM. 0.79% of 370,000 active. Rev-erbα–FITC-DNA binding, fluorescence polarization, 90 min;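 active = activity above about 14%, limit read from the data; passing the limit was not always enough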;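 note: 0% = DMSO wells with 35 nM protein and 100% = DMSO wells with 750 nM protein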
DDE Tn6 FP inh = inhibitors of Tn6 peptide binding to human fibrin DD(E) | inhibition, % at 8.3 µM | P02675 | Fibrin DD(E) TRITC-Tn6 fluorescence polarization displacement | 0.21% of 370,000 active | AID 720509;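 active = inhibition above a per-campaign cutoff: mean of compounds within control limits plus 3 SD, cut at about 15% in these data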;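 note: 0% = median of all compound wells on the plate and 100% = blocking peptide control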
Target sequence (P02675 whole entry, looked up): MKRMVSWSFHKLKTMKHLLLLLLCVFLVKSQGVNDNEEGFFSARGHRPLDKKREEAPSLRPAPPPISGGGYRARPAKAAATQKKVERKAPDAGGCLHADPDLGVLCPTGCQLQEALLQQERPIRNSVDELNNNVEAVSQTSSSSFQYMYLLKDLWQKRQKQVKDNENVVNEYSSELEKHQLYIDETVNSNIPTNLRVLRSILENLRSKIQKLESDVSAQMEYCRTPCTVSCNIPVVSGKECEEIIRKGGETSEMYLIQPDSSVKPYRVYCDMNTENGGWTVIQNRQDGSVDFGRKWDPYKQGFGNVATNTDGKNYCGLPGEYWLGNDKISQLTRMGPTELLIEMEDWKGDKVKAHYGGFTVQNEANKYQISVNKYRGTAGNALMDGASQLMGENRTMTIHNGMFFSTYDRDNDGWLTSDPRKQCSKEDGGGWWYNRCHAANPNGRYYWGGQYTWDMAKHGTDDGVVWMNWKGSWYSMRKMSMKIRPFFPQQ
PLC-gamma1 inh = blocks human PLC-gamma1 enzyme activity; inhibition, % at 12.2 µM; 0.84% of 370,000 active; AID 720700; purified PLC-gamma1, fluorogenic substrate, fluorescence; in the data active = inhibition above about 9.5%
UHRF1 MBD2 ctr = UHRF1 methyl-DNA binding inhibition; Q96T88; UHRF1 binding to methylated oligo, TR-FRET; inhibition, % at 4.4 µM; 0.75% of 370,000 active; in the data active = inhibition above about 21%;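 note: UHRF1 SRA domain binding a hemimethylated CpG hairpin DNA probe; 0% = median of test compound wells and 100% = reference inhibitor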
ASAP1 inh = blocks human ASAP1-stimulated Arf1 GTP hydrolysis; Q9ULH1; GDP FP detection; inhibition, % at 16.5 µM; 0.19% of 360,000 active; AID 624377; in the data active = inhibition above about 25%;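 note: 0% = vehicle with enzyme and substrate and 100% = no enzyme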
Tn7 DDE FP = inhibitors of Tn7 peptide binding to human fibrin DD(E) | inhibition, % at 8.3 µM | AID 720508 | 0.13% of 370,000 active | FP displacement of FITC-Tn7 peptide from fibrin DD(E); 0% = median of compound wells per plate | P02675;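 active = inhibition above the mean of compounds falling within the control limits plus 3 SD of them, cut at about 14% in these data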;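 note: 0% = plate median of compound wells and 100% = 10 µM Aha-Tn7 peptide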
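Also added: labelled Tn7 tracer, 0.1 µM; Assay system: human fibrin DD(E) protein; Amount: 2 µM fibrin DD(E); Schedule: 10 min compound pre-incubation, 3 h probe incubation at room temperature; Repeats: one replicate per compound; Read-out basis: percent inhibition; Measured by: fluorescence polarization of the labelled Tn7 tracer.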
An asterisk follows results filed as active; i = inactive; . = no result given.

SMILES	proKLK7 act	ARFGAP1 inhibitor	PLC-beta3 inh	sPLA2-III inh	Rev-erbA mod	DDE Tn6 FP inh	PLC-gamma1 inh	UHRF1 MBD2 ctr	ASAP1 inh	Tn7 DDE FP
CN(CCOC(=O)c1cc2ccccc2o1)C1CN(Cc2cn(Cc3ccccc3C(F)(F)F)nn2)S(=O)(=O)C1 (centres undefined)	0.0	.	-4	1	7	0	0	10	.	5
NC(c1csc(NC(=O)Nc2ccccc2)n1)C1CCCCC1 (centres undefined)	-0.3	8	0	22*	-6	-6	4	2	6	0
COc1cc(NC(=O)CCNC(=O)Cn2cnc3ccccc3c2=O)cc(OC)c1OC	0.8	-6	2	-3	-2	3	2	0	14	-1
CCc1nnc(NC(=O)Cc2ccc(OCc3c(C)noc3C)cc2)s1	-0.5	-5	-4	-7	10	4	-4	-3	-8	1
CCCCCC(=O)N1C[C@H](O)[C@@H](n2cc(COC(=O)c3ccccc3)nn2)C[C@@H]1c1ccccc1	0.0	-8	-1	-13	0	9	-4	0	0	4
CN1CCN(S(=O)(=O)c2ccc(N3CCN(c4ccc(O)cc4)CC3)c([N+](=O)[O-])c2)CC1	0.0	0	-3	3	0	0	-1	-1	-12	-3
CC(C)CNc1cc(N2CCCC2)ccc1[N+](=O)[O-]	-0.1	13	-2	7	4	1	1	-2	-1	-1
CCN(CC)c1cc(Cl)nc(N)n1	-0.1	5	-4	-2	-2	-5	-2	1	-2	2
O=c1c(-c2ccc(Cl)cc2)coc2c(CN3CCCCC3)c(O)ccc12	14*	16	i	4	-5	-3	i	-1	-10	3
O=C(Nc1ccccc1C(=O)NCCCN1CCOCC1)c1cccc([N+](=O)[O-])c1	0.6	5	-3	0	0	-8	5	-4	-4	1
Cc1ccccc1NC(=S)NCc1ccco1	0.8	7	5	10	2	1	4	0	3	2
CN(C1CCCC1)C1CCN(C(=O)CNC(=O)/C=C/c2ccccc2)CC1	0.6	-9	3	2	-6	3	-3	4	-11	-5
Cc1cc(=O)[nH]c(SCC(=O)Nc2ccc3c(c2)OCCO3)n1	0.5	-5	-2	-1	1	0	-3	3	10	-8
Cc1nnc2ccc(-c3ccc(NC(=O)Cc4cccs4)cc3)nn12	-0.6	4	-175	-9	-10	3	-119	-5	10	-10
O=C(Nc1cc(S(=O)(=O)N2CCOCC2)ccc1N1CCCC1)C1CC1	-0.8	5	0	0	-2	8	-2	0	-3	-2
O=C(Nc1cccnc1)c1cccc(NC(=O)c2ccco2)c1	-0.5	-1	4	-4	3	-3	2	-1	-14	-5
COCc1cc(C)c2c(N)c(C#N)sc2n1	11	-3	i	-3	-4	3	i	-4	-3	0
COc1cccc(/C=N/NC(=O)c2ccc3nc[nH]c3c2)c1	-0.4	10	-7	-7	-5	-6	-3	-4	11	-9
O=C(O)c1cc(-c2ccc3c(c2)OCO3)nc2ccc(Br)cc12	0.2	3	-174	-13	0	6	-166	2	9	-7
COc1ccc(OC)c(C(=O)CC2OC(=O)c3ccccc32)c1 (centres undefined)	-8.2	-2	-39	-5	2	2	-30	0	-7	-1
CC(C)Nc1nc(NCCN2CCNC2=O)c2sccc2n1	-0.7	1	-2	8	-7	-7	5	8	-9	-2
COC(=O)c1ccccc1NC(=O)C1CCCN(S(=O)(=O)c2ccc(OC)cc2)C1 (centres undefined)	-0.3	2	6	-6	6	10	2	3	7	1
CCc1cc(=O)oc2cc(OS(C)(=O)=O)ccc12	-13	3	-107	-2	2	-9	-86	5	14	1
CC(=O)OCC(=O)Nc1ccc([N+](=O)[O-])cc1Cl	0.1	16	0	4	-7	5	0	10	-5	1
O=C(NNC(=O)c1ccc(SCC2CCCO2)c([N+](=O)[O-])c1)c1ccc(Cl)c([N+](=O)[O-])c1 (centres undefined)	0.1	-7	-1	-15	-3	-3	4	-1	3	2
COc1ccc(-c2c(-c3cc(OC)cc(OC)c3)sc3ccc(OC)cc23)cc1	-2.0	1	0	-8	6	4	1	4	9	0
O=[N+]([O-])c1ncccc1OCc1ccc(Cl)c(Cl)c1	-0.2	4	-4	-5	5	6	-2	0	-7	-5
Cc1ccc(S(=O)(=O)Nc2cccc(C(=O)NCCCN3CCCC3=O)c2)cc1F	0.4	-3	-7	2	-6	-2	-4	0	5	5
CCC(C)NC(=O)c1cn(-c2cccc(OC)c2)c(=O)c2ccccc12 (centres undefined)	0.2	-3	-4	-1	-4	10	-2	-3	-9	-3
Cn1c(=O)c(=O)n(C)c2cc(S(=O)(=O)N3CCCC3C(=O)NCc3ccco3)ccc21 (centres undefined)	0.4	5	-11	2	4	-1	-4	-1	-1	5

Random excerpt: 5 entries already listed.
SMILES	proKLK7 act	ARFGAP1 inhibitor	PLC-beta3 inh	sPLA2-III inh	Rev-erbA mod	DDE Tn6 FP inh	PLC-gamma1 inh	UHRF1 MBD2 ctr	ASAP1 inh	Tn7 DDE FP
CC(=O)OCC(=O)Nc1ccc([N+](=O)[O-])cc1Cl	0.1	16	0	4	-7	5	0	10	-5	1
CCc1cc(=O)oc2cc(OS(C)(=O)=O)ccc12	-13	3	-107	-2	2	-9	-86	5	14	1
COC(=O)c1ccccc1NC(=O)C1CCCN(S(=O)(=O)c2ccc(OC)cc2)C1 (centres undefined)	-0.3	2	6	-6	6	10	2	3	7	1
O=C(NNC(=O)c1ccc(SCC2CCCO2)c([N+](=O)[O-])c1)c1ccc(Cl)c([N+](=O)[O-])c1 (centres undefined)	0.1	-7	-1	-15	-3	-3	4	-1	3	2
COc1ccc(-c2c(-c3cc(OC)cc(OC)c3)sc3ccc(OC)cc23)cc1	-2.0	1	0	-8	6	4	1	4	9	0

(next part)
SMILES	proKLK7 act	ARFGAP1 inhibitor	PLC-beta3 inh	sPLA2-III inh	Rev-erbA mod	DDE Tn6 FP inh	PLC-gamma1 inh	UHRF1 MBD2 ctr	ASAP1 inh	Tn7 DDE FP
CC(=O)NC(Cc1ccc(F)cc1)C(=O)NC1CCN(C(=O)NCc2ccccc2)CC1 (centres undefined)	0.4	6	-6	14	-1	-14	6	2	-4	4
Cc1cc(C(F)(F)F)nc(SCC(=O)Nc2cc(C)on2)n1	0.4	8	-1	4	-3	5	-1	2	-3	2
Cc1nc(NC(=O)/C=C/c2ccc(Cl)cc2Cl)sc1C(=O)N(C)C	0.3	2	-1	4	0	5	0	1	-7	5
O=C(CCNS(=O)(=O)c1ccccc1F)N1CCN(C/C=C/c2ccccc2)CC1	0.0	4	-2	0	-6	3	4	-3	2	1
CSc1sc(C(=O)N(C)C)cc1S(=O)(=O)C(C)C	-0.2	9	-3	-1	2	-8	-1	5	11	5
COc1ccc(OCc2cc(C(=O)N[C@H]3CCCCNC3=O)no2)c(Cl)c1	-0.5	5	-8	1	-2	10	-5	-3	-4	-2
Cc1cc(C)nc(SCC(=O)Nc2ncc3c(n2)CC(C)(C)CC3=O)n1	0.6	4	6	4	-2	-4	6	16	4	-6
CCC1(c2ccc(OC)cc2)NC(=O)N(CC(=O)N2CCc3ccccc32)C1=O (centres undefined)	-0.1	-2	-7	-3	-3	9	-3	-1	7	4
COc1ccc(CCC(=O)OCC(=O)Nc2ccccc2OC(F)F)cc1OC	-1.2	12	3	-1	2	7	1	0	-9	-10
O=C(N/N=C/c1ccc(O)c2ccccc12)c1cccnc1	0.0	8	-16	0	4	-5	-6	-3	-5	-3
CCOC(=O)N1CCN(C(=O)c2cc(COc3ccc(F)cc3F)on2)CC1	-0.2	-5	-7	-3	-5	-7	7	2	-7	-8
Cc1ccc(NC(=O)CCNS(=O)(=O)c2ccc3c(c2)oc(=O)n3C)cc1	0.6	0	3	-4	-8	-2	-40	2	-15	-8
CC(=O)c1ccc(NC(=O)CN2CCCC2)cc1	0.5	2	-2	0	1	6	3	1	3	-1
CC1(C)CC(=O)C(C=Nc2ccc(O)c(N=CC3=C(O)CC(C)(C)CC3=O)c2)=C(O)C1	-0.1	21	-20	14	-3	-3	-18	-3	7	2
CN(CC(=O)NC1CC1)S(=O)(=O)c1ccc(Br)cc1	0.5	-5	-4	-1	-1	9	-2	-1	-1	0
Cc1cncc(N2CCN(c3ccccn3)CC2)n1	0.0	0	-9	-3	1	-6	-2	2	-2	-8
CC1CCCCN1S(=O)(=O)c1ccc(C(=O)N(CCCN(C)C)c2nc3ccc(Br)cc3s2)cc1 (centres undefined)	-0.6	0	-6	-3	0	-3	1	2	-7	6
O=C(Nc1ccccc1F)C1(c2ccccc2)CC1(Cl)Cl (centres undefined)	-0.1	1	0	-8	3	-2	5	0	0	-9
Cc1ccc(S(C)(=O)=O)cc1S(=O)(=O)Nc1cccc(Cl)c1	0.1	-18	0	-9	-2	-2	-1	-3	3	0
O=C(N/N=C/c1ccc[nH]1)c1cccnc1	0.2	2	-9	3	-3	-5	-6	-3	-4	8
OCC#Cc1cnc2ccccc2c1	-0.5	-4	-1	6	-2	-1	0	4	2	1
COc1ccc(/C=C2\CC3(OC(=O)c4ccco4)CCCN2C3)cc1 (centres undefined)	-0.9	.	-7	9	2	-4	-4	-1	.	-3
CC(C)c1cc(C(=O)N/N=C/c2c[nH]c3ccccc23)n[nH]1	1.0	6	-11	8	-1	-5	-2	2	1	0
CCOc1ccccc1NC(=O)CSc1nc(=O)n(CCN2CCOCC2)c2c1CCCC2	-0.2	5	-6	5	3	3	-2	5	2	7
COc1ccc(N2CCN(S(=O)(=O)CCNC(=O)COc3ccccc3)CC2)cc1	0.3	-2	-3	4	3	2	1	1	9	-5
CC(C)OCCCNC(=O)c1ccc(CS(=O)(=O)Cc2ccccc2F)o1	-0.8	-3	-2	4	0	0	-1	4	-6	-1
CSc1nc(N)c(C#N)c(-c2ccc(Cl)cc2)c1C#N	-0.4	8	-51	22*	60*	4	-34	2	-7	3
CC(=NNC(=O)c1ccncc1)c1cccc(Cl)c1	0.8	9	-1	5	0	-4	-3	0	-5	-3
CCOC(=O)c1cn(Cc2cccc(C)c2)nn1	0.1	8	7	-2	-3	-8	5	-3	-1	-8
COC(=O)c1ccccc1NC(=O)CSc1nnc(Cc2ccc(Cl)cc2)o1	0.5	-5	-5	-9	6	4	0	-1	7	8
COC1CCN(C(=O)C2CCC(=O)N(CCc3cccc(F)c3)C2)CC1 (centres undefined)	0.6	5	-3	3	4	1	0	-3	-4	-3
CC(=O)C1=C(C)N(c2ccccc2)C(=O)C1(NS(=O)(=O)c1ccc(N)cc1)C(F)(F)F (centres undefined)	0.3	5	4	2	2	8	-1	-1	5	-1
O=C(c1cc(F)c(F)cc1Cl)N1CCN(c2ccc([N+](=O)[O-])c3ncccc23)CC1	0.3	-4	4	0	17	-5	4	0	7	4
CC1CC(C)CN(C(=O)C2CCC(CNc3c(N4CCCCC4)c(=O)c3=O)CC2)C1 (centres undefined)	0.3	4	-5	8	-2	10	-1	1	-15	-2
Cc1cccc(-c2cc(N3CCCN(C)CC3)n3nccc3n2)c1	29*	-16	-344	0	-11	16*	-296	4	-16	3
O=c1ccc(=O)n2n1CC(O)C2	0.3	-3	1	2	-3	-5	0	0	5	-7
